High-throughput results from PubChem BioAssay.
KOR beta-arrestin-1 = kappa opioid receptor blockers – cell-based, luminescence, uHTS (AID 1778); inhibition, % at 10 µM; hits with a dose series show IC50 in µM; KOR beta-arrestin recruitment, luminescence, antagonist mode; higher % means a stronger effect; hit rate 0.091% among 290,000; note: strong numbers were not always called active
ER stress rescue = rescue of cells from ER stress-induced death, primary screen, 384-well, CSM14.1, thapsigargin, ATP luminescence (AID 1222). CSM14.1 thapsigargin-induced death rescue, ATP luminescence; higher % means a stronger effect. cellular ATP content (survival), % at 20 µM; hits with a dose series show EC50 in µM. 190,000 tested, under 10 active;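 active = EC50 below 50 µM in the dose-response confirmation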;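 note: death triggered by thapsigargin at about 15 µM added after 2 h compound pretreatment; cell ATP read after overnight thapsigargin exposure of roughly 18 to 22 hours; normalized against plate controls of thapsigargin alone and 5% DMSO vehicle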
Yfh1-depleted yeast = enhancers of respiration in Yfh1-depleted yeast, dose response, Friedreich's ataxia, plus single-dose screen (AID 1465); S. cerevisiae Yfh1-off respiration, WST-1 reduction, 72 h; higher fold induction means a stronger effect; fold induction at 50 µM, or EC50 in µM where a hit was titrated; hit rate 0.074% among 220,000;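 active = fold induction of absorbance versus untreated yeast above a set limit, then at least 30% activation at any dose in follow-up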;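 note: activators that raise dye reduction in frataxin-depleted yeast; strong numbers were not always called active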
HEK293 NOD2/NF-kB = NOD2 signaling inhibitors, cell-based, luminescence, uHTS, HEK293 (AID 1566). HEK293 NOD2/NF-kB luciferase reporter, luminescence; higher % means a stronger effect. one-dose inhibition, % at 4 µM; EC50 in µM for titrated hits. hit rate 0.63% among 290,000; note: many of its hits are not listed in these tables
KOR beta-arrestin-2 = kappa opioid receptor activators – cell-based, luminescence, uHTS, primary screen (AID 1777) | hit rate 0.02% among 280,000 | one-dose activation, % at 10 µM; EC50 in µM for titrated hits | KOR beta-arrestin recruitment, luminescence; higher % means a stronger effect; in the data active = activation above about 50%, passing the limit was not always enough; note: a part of the inactive calls stands beside numbers as strong as those of hits
NTR1 ag = agonists of NTR1, primary screen, imaging, U2OS cells, beta-arrestin-GFP, high content (AID 493036); NTR1-U2OS beta-arrestin-GFP spot imaging, agonist mode; hit rate 0.17% among 330,000; activation, % at 20 µM; P30989;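 active = activation at or above 40% of the spot to cytoplasm intensity ratio, with at least 20 cells analyzed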;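 note: 0% = DMSO without peptide and 100% = 100 nM NTR1 peptide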
Target sequence (P30989 whole entry, looked up): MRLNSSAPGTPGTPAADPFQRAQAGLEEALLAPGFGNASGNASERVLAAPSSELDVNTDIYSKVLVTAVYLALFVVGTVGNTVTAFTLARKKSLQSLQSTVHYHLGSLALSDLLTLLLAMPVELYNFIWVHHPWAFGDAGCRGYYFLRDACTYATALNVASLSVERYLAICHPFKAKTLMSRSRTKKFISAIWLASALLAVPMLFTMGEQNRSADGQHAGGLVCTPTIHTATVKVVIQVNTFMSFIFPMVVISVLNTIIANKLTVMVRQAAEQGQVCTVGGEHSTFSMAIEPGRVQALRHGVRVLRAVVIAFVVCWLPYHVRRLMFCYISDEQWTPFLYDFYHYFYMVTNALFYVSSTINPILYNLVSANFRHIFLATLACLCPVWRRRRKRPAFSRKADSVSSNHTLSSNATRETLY
NOD1 inhibition = inhibition of NOD1-driven NF-kB reporter – cell-based, luminescence, uHTS, primary screen (AID 1578); one-dose inhibition, % at 4 µM; EC50 in µM for titrated hits; hit rate 1% among 290,000; NOD1-driven NF-kB luciferase reporter cells, luminescence; higher % means a stronger effect; in the data active = inhibition mostly above about 36%, no sharp cut-off; inactive = mostly below about 34%;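 note: HEK-293T reporter cells stimulated with the NOD1 agonist gamma-tri-DAP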
GPR55 activation = selective activators of receptor GPR55 – imaging, U2OS cells, beta-arrestin-GFP redistribution, primary screen (AID 1961) | U2OS GPR55 beta-arrestin-GFP redistribution imaging; higher % means a stronger effect | activation, % at 10 µM; hits with a dose series show EC50 in µM | hit rate 0.048% among 290,000;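 active = activation above 40% with more than 50 cells counted in the well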;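 note: U2OS osteosarcoma cells stably expressing GPR55 and beta-arrestin-GFP; plate controls were DMSO negative control for no effect and LPI positive control for full effect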
TNAP activators = stimulation of alkaline phosphatase TNAP activity – biochemical, luminescent, no phosphate acceptor, uHTS, primary screen (AID 1001); purified TNAP, luminescent activation assay, no phosphate acceptor; higher activation fold means a stronger effect; activation fold at 20 µM; hits with a dose series show EC50 in µM; hit rate 0.03% among 200,000; in the data active = activation fold from about 3, or a potency from the dose series; inactive = the rest, 99 in 100 with activation fold below about 1.6; note: many of its hits are not listed in these tables
NTR1 ag cell count 20 µM = further read-out of NTR1 ag, marked with its call; cell count; measured here: cell count, cytotoxicity flag
* = called active by the depositor; i = inactive; x = not tested or not shown; [ ] = dose if it differs, or a comment. Cut-off read from the data, not from the text of the source, unless noted: active = inhibition above about 50%; inactive = the rest. The list is partial; count on the stated rates, not on these rows.

molecule,ER stress rescue,KOR beta-arrestin-2,KOR beta-arrestin-1,GPR55 activation,NOD1 inhibition,TNAP activators,Yfh1-depleted yeast,HEK293 NOD2/NF-kB,NTR1 ag cell count 20 µM,NTR1 ag
Cc1ccc(CCNC(=O)C2CCCN(S(=O)(=O)c3c(C)nn(C)c3C)C2)cc1 (configuration not stated),-0.1%,-0.5%,-12%,-0.2%,15%,1.2,i,8%,75,0.7
COCCN1Cc2cccc(C(=O)NCc3ccccn3)c2C1=O,-0.6%,0.1%,20%,-0.1%,-15%,1.1,i,-3%,52,-0.9
CC(C)Oc1ccc(/C=C(/NC(=O)c2ccccc2)C(=O)NC(Cc2ccccc2)C(=O)O)cc1 (configuration not stated),x,4.8%,-50%,-0.1%,3%,x,x,-7%,50,1.8
COc1cc(/C=C/C(=O)OCC(=O)N2CC(=O)Nc3ccccc32)ccc1O,x,-1.3%,27%,-0.1%,-7%,x,i,18%,79,0.4
C/C(=N\NC(=O)c1ccoc1C)c1ccc(Br)s1,x,-6.1%,27%,0.3%,15%,x,x,-25%,40,1.2
Cc1cc(C(=O)NCc2cccs2)n(-c2ccccc2)n1,-0.2%,-0.7%,-8%,-0.1%,-17%,1.1,i,-5%,46,-4.0
COc1ccc(C(=O)N2CCOC2CNC(=O)C(=O)NCc2ccco2)cc1 (configuration not stated),1.5%,-5.1%,1%,-0.1%,-19%,1,i,-6%,61,0.5
COc1ccc(NC(=O)c2cc(-c3ccccc3)nc3c2c(C)nn3-c2ccccc2)c(OC)c1,-2.3%,-2.0%,8%,0.4%,6%,1,i,19%,42,1.8
Cc1oc(-c2cccc(F)c2)nc1CN1CCCCC1CCn1cccn1 (configuration not stated),-0.1%,x,-13%[20 µM],-0.1%,-32%,1,i,12%,83,2.3
O=C(CCN1C(=O)C2CC=CCC2C1=O)Nc1ccccc1Cl (configuration not stated),x,-1.4%,21%,0.0%,-52%,x,x,-5%,72,-0.9
CN(Cc1ccccc1)c1ccc2nnc(-c3ccccc3)n2n1,2.8%,0.8%,-1%,-0.3%,-23%,1,x,-5%,76,8.3
Cc1cc2c(c(=O)o1)C1(C(=O)N(C)c3ccccc31)C(C#N)=C(N)O2 (configuration not stated),-0.4%,0.9%,-28%,0.0%,-10%,1.1,i,-2%,90,-0.3
O=C(NNC(=O)c1c(F)cccc1F)c1ccccc1-n1cccc1,x,-3.6%,-4%,-0.2%,-23%,1.1,i,19%,30,-1.0
Cc1cccc(NC(=S)N2CCN(C(=O)c3ccco3)CC2)c1,x,4.4%,-11%,0.7%,-14%,x,x,9%,74,-0.3
COc1ccc(CCNCc2cc3ccc(C)cc3[nH]c2=O)cc1OC,x,-4.1%,12%,0.6%,-10%,x,x,12%,110,0.6
COc1ccc(NC2CCCN(C(=O)c3ccncc3)C2)cc1 (configuration not stated),x,0.9%,-29%,-0.2%,13%,x,x,-2%,57,-1.1

Four entries drawn at random from those above, as already listed:
molecule,ER stress rescue,KOR beta-arrestin-2,KOR beta-arrestin-1,GPR55 activation,NOD1 inhibition,TNAP activators,Yfh1-depleted yeast,HEK293 NOD2/NF-kB,NTR1 ag cell count 20 µM,NTR1 ag
CN(Cc1ccccc1)c1ccc2nnc(-c3ccccc3)n2n1,2.8%,0.8%,-1%,-0.3%,-23%,1,x,-5%,76,8.3
COc1cc(/C=C/C(=O)OCC(=O)N2CC(=O)Nc3ccccc32)ccc1O,x,-1.3%,27%,-0.1%,-7%,x,i,18%,79,0.4
COc1ccc(NC(=O)c2cc(-c3ccccc3)nc3c2c(C)nn3-c2ccccc2)c(OC)c1,-2.3%,-2.0%,8%,0.4%,6%,1,i,19%,42,1.8
COc1ccc(CCNCc2cc3ccc(C)cc3[nH]c2=O)cc1OC,x,-4.1%,12%,0.6%,-10%,x,x,12%,110,0.6

(cont.)
molecule,ER stress rescue,KOR beta-arrestin-2,KOR beta-arrestin-1,GPR55 activation,NOD1 inhibition,TNAP activators,Yfh1-depleted yeast,HEK293 NOD2/NF-kB,NTR1 ag cell count 20 µM,NTR1 ag
COc1cc(C=O)ccc1OCc1ccccc1Br,-6.9%,1.6%,-4%,1.2%,-38%,1.1,i,-2%,57,3.8
Cc1ccc(N(O)C(=O)OCCNC(=O)Nc2ccccc2)cc1,0.5%,-7.1%,19%,-0.1%,-21%,1.2,i,6%,59,-0.9
Cc1ccc(C(c2sc3nc(C)nn3c2O)N2CCN(C(=O)c3ccco3)CC2)cc1 (configuration not stated),-0.2%,5.0%,19%,-0.2%,-34%,1,i,5%,63,0.4
CCCCNC(=O)c1ccc2c(c1)N(CC)C(=O)CS2,-1.0%,8.7%,-42%,0.0%,-10%,1,i,-14%,77,-0.4
O=C(CCC(=O)Nc1ccc(F)cc1)N/N=C/c1cccc(Br)c1,x,-5.4%,13%,0.2%,-2%,x,x,39%,80,0.2
COc1ccc2c(CC(=O)OCC(=O)Nc3cc(C)c(C)cc3[N+](=O)[O-])coc2c1,-1.9%,5.3%,-13%,-0.2%,-31%,1,i,-2%,62,-0.5
Cc1ccc(N(C(=O)c2cnccn2)C(C(=O)NC2CCCCC2)c2ccc(O)cc2)cc1 (configuration not stated),-0.2%,x,-24%[20 µM],-0.2%,-39%,1.1,i,13%,88,-0.9
CCOC(=O)c1ccc(NC(=O)Cn2ccc([N+](=O)[O-])n2)cc1,0.9%,-0.3%,3%,0.1%,-1%,1.1,i,25%,62,0.7
S=c1[nH]ncn1-c1ccccn1,-1.7%,-0.8%,-7%,0.2%,-17%,1.2,i,-4%,54,1.4
CC(Oc1cccc(F)c1)C(=O)/C=C\N(C)C (configuration not stated),-2.0%,1.5%,-35%,-0.2%,-3%,0.9,i,9%,81,-0.6
COc1ccc(CNC(=O)CSc2ccc(Br)cc2)cc1OC,-1.6%,-0.3%,-11%,-0.1%,23%,1,i,14%,41,1.7
CC(=O)c1c(C)nn(C(C)CC(=O)O)c1C (configuration not stated),-2.4%,2.5%,14%,-0.3%,-5%,1,i,14%,42,-0.4
Cc1onc(-c2ccccc2Cl)c1C(=O)Nc1ccccc1O,x,-6.7%,-2%,0.2%,-12%,x,x,21%,51,2.9
COc1ccc(OCCNC(=O)/C=C/c2ccc([N+](=O)[O-])cc2)cc1,0.3%,0.3%,-2%,0.1%,-28%,1.1,i,6%,50,0.5
CCOCCCNc1ncnc2c1[nH]c1ccccc12,-1.6%,-2.0%,-1%,0.1%,20%,1.1,i,23%,33,-1.0
Cc1noc(C)c1COc1cccc(C(=O)OC(C)C(=O)Nc2c(C)n(C)n(-c3ccccc3)c2=O)c1 (configuration not stated),-6.0%,6.0%,-2%,0.5%,11%,1,i,17%,44,1.1

In the list so far, these have a COOH group:
molecule,ER stress rescue,KOR beta-arrestin-2,KOR beta-arrestin-1,GPR55 activation,NOD1 inhibition,TNAP activators,Yfh1-depleted yeast,HEK293 NOD2/NF-kB,NTR1 ag cell count 20 µM,NTR1 ag
CC(C)Oc1ccc(/C=C(/NC(=O)c2ccccc2)C(=O)NC(Cc2ccccc2)C(=O)O)cc1 (configuration not stated),x,4.8%,-50%,-0.1%,3%,x,x,-7%,50,1.8
CC(=O)c1c(C)nn(C(C)CC(=O)O)c1C (configuration not stated),-2.4%,2.5%,14%,-0.3%,-5%,1,i,14%,42,-0.4

Carrying on:
molecule,ER stress rescue,KOR beta-arrestin-2,KOR beta-arrestin-1,GPR55 activation,NOD1 inhibition,TNAP activators,Yfh1-depleted yeast,HEK293 NOD2/NF-kB,NTR1 ag cell count 20 µM,NTR1 ag
Cc1ccc(O)c(CNn2cnnc2)c1,-1.4%,2.8%,-6%,-0.3%,-14%,1.1,i,-5%,46,1.3
Cc1cccc(Nc2nc(N)nc(CN3CCN(C)CC3)n2)c1,-1.9%,3.9%,-49%,-0.2%,-7%,1.1,i,2%,82,-4.3
c1ccc2c(-c3csc(-c4ccncc4)n3)c[nH]c2c1,-1.5%,x,-78%[20 µM],0.1%,-30%,1,i,-79%,64,0.9
COc1cccc(/C=C/C(=O)c2ccc(NS(=O)(=O)c3ccc(C)cc3)cc2)c1,15%,2.4%,20%,13%,x,1.1,x,x,58,11
Cc1cccc(NC(=S)NCCc2ccc(S(N)(=O)=O)cc2)c1C,-2.9%,-1.5%,29%,0.2%,-22%,1.2,i,0%,92,0.8
Fc1ccccc1COc1cccc(/C=N/n2cnnc2)c1,2.4%,6.8%,1%,-0.2%,9%,1.1,i,-4%,82,-4.8
CCOC(=O)c1c(C)[nH]c(C)c1C(=O)COc1ccc(NC(=O)c2ccco2)cc1,-2.9%,-3.2%,22%,-0.2%,-23%,1.2,i,-6%,79,-0.2
C/C(=N\NC(=O)c1cccc(S(=O)(=O)Nc2cccc(Cl)c2)c1)c1cccs1,-3.9%,-3.7%,-7%,-0.2%,-19%,1.2,i,11%,84,2.3
Cc1cc2c(cc1S(=O)(=O)Nc1cccc(F)c1C)NC(=O)CO2,0.4%,0.4%,19%,0.6%,-29%,1,i,16%,33,5.8
CCOc1nc(-c2ccc(OC)cc2)ccc1-c1noc(-c2ccncc2)n1,-0.6%,-6.2%,-8%,-0.1%,-55%,1.1,x,14%,x,x
CCC(C)NC(=O)C1c2ccccc2C(=O)N1Cc1cc(OC)ccc1OC (configuration not stated),0.2%,-1.1%,-1%,0.0%,-12%,1.2,i,-3%,79,1.1
O=S(=O)(c1cccc(Br)c1)N1CCN(CCc2ccccc2)CC1,x,-2.4%,2%,0.4%,-6%,x,x,3%,55,3.5
O=C(COC(=O)CCC(=O)c1cccs1)NCc1ccccc1,-1.3%,-7.0%,-3%,0.0%,-14%,1.2,i,10%,23,3.3
C[C@@H](NC(=O)[C@@H]1Cc2ccccc2CN1)C(=O)NCC1CCCO1 (some centres not stated),x,-0.9%,-4%,-0.2%,-40%,x,x,2%,68,-1.3
COc1ccc(CC2=C(O)c3ccccc3C(=O)C2=O)cc1,x,-3.3%,14%,-0.2%,-3%,x,x,12%,39,0.3
CCOC(=O)C1(CC2CCCCO2)CCN(S(=O)(=O)c2ccc(C)s2)CC1 (configuration not stated),-0.4%,4.3%,13%,-0.3%,-22%,1.1,i,4%,46,0.7
Nc1ccc(-c2nc3cc(N)ccc3o2)cc1,x,-2.2%,-45%[20 µM],0.2%,-82%,x,x,-94%,62,1.2
CC(C)(C)NC(=O)c1ccccc1NC(=O)C1CC(=O)N(C2CCCCC2)C1 (configuration not stated),x,0.0%,-18%,0.2%,19%,x,x,9%,66,-0.9
Cn1cc(CN2C[C@H]3CC[C@H]2C3)c(-c2ccccc2F)n1,-0.6%,x,12%[20 µM],-0.1%,-32%,1.1,i,-24%,96,-0.6
Cc1ccc(C)c(NC(=O)CN(C)C(=O)c2cc(-c3cccs3)nn2-c2ccccc2)c1,x,-1.4%,2%,0.3%,3%,x,x,19%,68,1.6
CCN(CC)c1ncn(Cc2c(Cl)cccc2Cl)c2ncnc1-2,-0.1%,-5.3%,36%,-0.1%,17%,1,i,16%,49,0.6
Cc1cc2nncn2c(Cc2ccccc2)n1,-0.7%,11%,-7%,-0.3%,1%,1,i,14%,48,2.2
c1ccc(-c2csc(Nc3cccnc3)n2)nc1,-2.7%,1.1%,-24%,0.5%,-42%,1.2,i,-91%,59,-1.2
